# C-LANA FP = blocks KSHV LANA C-terminal domain binding to DNA; inhibition, % at 9 µM; MBP-C-LANA/FAM-LBS DNA binding, fluorescence polarization; actives 0.078% (n = 340,000); AID 504423;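 active means highest replicate inhibition at or above 60% at 9 µM, even if other replicates fall short; inactive means all replicates below 60% inhibition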;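 further: 0% = neutral control wells and 100% = 4 µM acridine orange control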
# V-ATPase pHluor = yeast V-ATPase proton transport regulation by pHLuorin | S. cerevisiae, pHLuorin cytosolic pH fluorescence | response, % at 10 µM | actives 0.37% (n = 350,000); in the data active means response mostly above about 7.3%, no sharp cut-off; inactive means mostly below about 5.4%; further: actives read high; inactives centre near 0; some compounds called inactive have numbers as strong as hits; reference of the scale not given here
# OPRM1-OPRD1 inv = inverse agonists of human mu-delta opioid receptor heterodimerization; P35372+P41143; cell-based MOR-DOR heterodimer luminescence, inverse agonism; inhibition, % at 9.3 µM; actives 0.21% (n = 340,000); AID 504357; in the data active means inhibition above about 22%, passing the limit was not always enough;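 further: 0% = cells with DMSO and 100% = wells without cells with DMSO; values of inactives mirror those of a sister screen read the other way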
# HTR5A ag ctr = counter-screen for OPRM1-OPRD1 agonists: human HTR5A agonism. P47898. HTR5A agonist assay, luminescence, cell-based. activation, % at 9.3 µM. actives 0.61% (n = 340,000). AID 504692; in the data active means activation mostly above about 9.5%, no sharp cut-off; inactive means mostly below about 7.6%;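 further: 0% = cells with vehicle only and 100% = reference agonist; strong numbers were not always called active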
# Target sequence (P47898 whole entry, looked up): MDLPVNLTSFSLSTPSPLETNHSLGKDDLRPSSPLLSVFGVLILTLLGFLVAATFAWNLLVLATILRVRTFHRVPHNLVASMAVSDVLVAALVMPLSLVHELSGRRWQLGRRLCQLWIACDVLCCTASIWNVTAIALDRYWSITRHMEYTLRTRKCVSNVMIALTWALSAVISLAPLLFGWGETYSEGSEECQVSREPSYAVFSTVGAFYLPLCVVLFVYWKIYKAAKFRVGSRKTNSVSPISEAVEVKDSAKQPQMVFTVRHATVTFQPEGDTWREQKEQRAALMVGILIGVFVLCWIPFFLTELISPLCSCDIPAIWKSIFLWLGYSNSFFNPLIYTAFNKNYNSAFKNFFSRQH
# RTF Ca sens act = increases calcium sensitivity of human cardiac regulated thin filaments; P19429+P45379; activation, % at 7.2 µM; actives 0.24% (n = 340,000); IANBD-labeled TnC RTF fluorescence at EC20 calcium; 0% EC20 calcium, 100% full calcium;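 active means activation above the mean over all tested compounds plus 3 SD, cut at about 30% in these data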;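 further: rise in fluorescence read as greater calcium sensitivity of cardiac thin filaments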
# HTR5A inv ctr = HTR5A inverse agonism, opioid heterodimer counter-screen | P47898 | inhibition, % at 9.3 µM | HTR5A cell line, luminescence | actives 0.083% (n = 340,000); in the data active means inhibition mostly above about 23%, no sharp cut-off; inactive means mostly below about 18%;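 further: 0% = cells with DMSO and 100% = no-cell wells with DMSO; some compounds called inactive have numbers as strong as hits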
# CAL PDZ FP = CAL PDZ (human) peptide binding inhibition. purified CAL PDZ, TMR-peptide fluorescence polarization, 1 h. inhibition, % at 24.9 µM. actives 0.92% (n = 300,000). AID 602252;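 active means mean inhibition of at least 30% with at least half of replicates also reaching 30%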;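 further: 0% = DMSO neutral control and 100% = excess unlabeled competitor peptide PRC23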
# MOR-DOR ag = agonists of human mu-delta opioid receptor heterodimerization. P35372+P41143. cells, OPRM1-OPRD1 heterodimerization, luminescence. activation, % at 9.3 µM. actives 0.3% (n = 340,000); in the data active means activation above about 18%;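 further: 0% = vehicle-treated cells and 100% = reference agonist; values of inactives mirror those of a sister screen read the other way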
# Keap1 Nrf2 FP = inhibitors of human Keap1-Nrf2 protein-protein interaction; Q14145; Keap1 Kelch-Nrf2 peptide fluorescence polarization, 1536-well; inhibition, % at 9.4 µM; actives 0.15% (n = 340,000); in the data active means inhibition above about 12%;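 further: human Keap1 Kelch domain with fluorescein labeled Nrf2 9mer peptide probe; 0% = neutral control wells and 100% = peptide positive control; higher means more block of Keap1 binding to Nrf2 peptide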
# Target sequence (Q14145 whole entry, looked up, the tested form may be a part): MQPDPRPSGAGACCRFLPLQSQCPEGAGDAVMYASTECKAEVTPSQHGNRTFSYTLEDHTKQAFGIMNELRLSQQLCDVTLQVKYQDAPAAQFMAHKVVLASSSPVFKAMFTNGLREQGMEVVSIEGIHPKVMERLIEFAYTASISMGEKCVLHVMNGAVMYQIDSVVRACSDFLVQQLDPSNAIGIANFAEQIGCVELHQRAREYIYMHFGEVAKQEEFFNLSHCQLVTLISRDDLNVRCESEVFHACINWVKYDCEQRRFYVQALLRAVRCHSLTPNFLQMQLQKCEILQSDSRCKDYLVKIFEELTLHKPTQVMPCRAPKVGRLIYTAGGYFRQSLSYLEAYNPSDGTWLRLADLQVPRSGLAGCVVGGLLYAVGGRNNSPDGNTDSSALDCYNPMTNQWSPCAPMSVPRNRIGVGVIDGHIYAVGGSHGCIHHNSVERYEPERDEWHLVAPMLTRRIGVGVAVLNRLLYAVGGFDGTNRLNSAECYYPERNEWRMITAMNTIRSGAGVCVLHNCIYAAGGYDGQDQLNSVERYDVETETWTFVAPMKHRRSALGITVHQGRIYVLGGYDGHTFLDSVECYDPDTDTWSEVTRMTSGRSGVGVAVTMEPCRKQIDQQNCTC
# Cardiac RTF inh = cardiac RTF calcium desensitization; P19429+P45379; IANBD-labeled cardiac RTF, Ca2+ fluorescence; inhibition, % at 7.15 µM; actives 0.12% (n = 340,000); AID 493244;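 active means inhibition above the mean inhibition of all tested compounds plus 3 SD, cut at about 17% in these data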;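 further: assay run at fixed EC70 calcium of 1.6 mM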
# The depositor's hits bear a star; · = not tested or not shown. This is a random part of the collection; about 2.8% have a hit in one of these screens.
SMILES,C-LANA FP,V-ATPase pHluor,OPRM1-OPRD1 inv,HTR5A ag ctr,RTF Ca sens act,HTR5A inv ctr,CAL PDZ FP,MOR-DOR ag,Keap1 Nrf2 FP,Cardiac RTF inh
CN(C)C(CNC(=O)c1cc2ccccc2o1)c1ccco1 (stereo unspecified),0.3,2,-93,5,2,-12,9,22*,-3,-4
COc1ccc(CNC(=O)C2CCN(S(=O)(=O)N3CCCC3)CC2)c(OC)c1,0.2,5,8,-1,8,4,1,-1.4,-1,-2
CCN(CC)S(=O)(=O)c1cccc(-c2csc(C)n2)c1,0.8,-3,13,0,3,10,7,-2.6,-1,-9
O=C(O)Cc1ccc(NC(=S)Nc2ccc(Br)cc2Cl)cc1,-7.6,3,7,-1,-3,2,-4,-1.4,3,-6
CC(C)CNC(=O)CSc1nnc(-c2cccc(S(=O)(=O)N3CCCCC3)c2)o1,-0.6,1,4,3,0,-7,-5,-0.8,-5,-11
COc1cc(SC)ccc1C(=O)Nc1ccc(OCC(=O)N2CCOCC2)cc1,0.6,-5,-6,2,0,-6,-2,0.8,3,5
O=C(Cn1c(=O)cnc2ccccc21)NNC(=O)c1ccc(Cl)cc1,-2.2,2,11,1,0,12,-9,-2.7,-1,0
O=C(Nc1cc(Cl)ccc1Cl)C1CCCO1 (stereo unspecified),1.9,3,9,-4,6,-11,·,-1.8,-3,-5
COc1cc(OC)cc(-c2n[nH]c(=S)n2-c2cc(OC)ccc2OC)c1,-0.2,3,-8,-2,0,7,-1,1.6,-2,-8
O=C(Nc1ccccc1C(=O)N/N=C/c1ccco1)c1ccc(Cl)cc1,0.1,0,-13,-3,-5,8,2,1.8,-6,-2
COc1cc(CNC2CCCCCC2)cc(OC)c1OC,0.4,-1,11,-2,0,10,-1,-2.0,-2,-5
CC(OC(=O)c1cccc(Cl)c1)C(=O)NC1CCCCC1C (stereo unspecified),-0.6,-1,4,2,-1,20,-4,-0.8,1,-12
NS(=O)(=O)c1ccc(CNC(=O)c2cc(-c3cccnc3)nc3ccccc23)cc1,-1.1,-6,3,3,-3,-9,-6,-0.4,-1,-18
COc1cccc(NC(=O)c2ccc(C(=O)c3ccccc3)o2)c1,-0.9,0,8,-1,4,-2,-5,-1.4,-7,-4
Cc1ccc(C2(C)NC(=O)N(CC(=O)Nc3ccccc3N3CCCCC3)C2=O)cc1 (stereo unspecified),0.4,16,-33,-6,-13,16,-4,6.3,2,-23
COc1ccc(COC(=O)C2=C(C)NC(=O)NC2c2ccccc2OC(C)C)cc1 (stereo unspecified),-0.2,-1,4,-4,-1,12,·,-0.9,-4,-2
COc1ccccc1OCC(=O)Nc1ccncc1,-0.4,-4,8,1,1,11,-1,-1.4,-5,2
O=C(NCc1ccco1)c1cc(-c2ccncc2)nc2ccccc12,1.6,-3,13,-4,0,14,·,-2.5,-2,1
CCCCn1c(N)c(N(CCOC)C(=O)CSc2n[nH]c(-c3ccc(C)cc3)n2)c(=O)[nH]c1=O,1.3,2,12,-5,-4,12,4,-1.8,2,-1
N#Cc1cc(-c2ccccc2)cnc1Sc1ccc(Cl)cc1,0.1,-3,-17,2,1,1,·,3.3,2,-5
COC(=O)C1=NN(C(=O)c2ccc(Cl)cc2)C(O)(c2ccccc2)C1 (stereo unspecified),0.6,-1,-20,-4,4,-18,-3,3.4,-3,-2
Cc1c(C(=O)OCC(=O)N(C)c2ccccc2)cccc1[N+](=O)[O-],-1.3,-3,13,-7,1,16,-2,-2.5,-1,-15
C=CCn1c(O)c2ccc(C(=O)N=NC(=O)c3ccc(F)cc3)cc2c1O,-0.3,6,14,-6,6,-3,0,-2.6,4,-1
N#CCc1c(C#N)c(N)nc(Nc2ccccc2)c1C#N,-0.1,5,5,2,9,-17,6,-0.9,-1,-6
CCOc1cccc(/C=N/NC(=S)NCCN2CCOCC2)c1O,1.4,2,8,5,0,-13,0,-1.7,-2,2
O=C(NCC(c1cccs1)N1CCOCC1)c1cc(Cl)ccc1[N+](=O)[O-] (stereo unspecified),1.0,-1,-43,0,-7,2,-2,6.7,-4,-14
COC(=O)CC1C(=O)NCCN1C(=O)c1ccc2oc(C(C)C)nc2c1 (stereo unspecified),-0.7,-2,7,-2,2,4,-5,-1.3,-5,0
CC(C)(C)OC(=O)NCCCCCNC(=O)c1nc[nH]c1C(=O)NCC(=O)OCc1ccccc1,-1.2,-4,-30,5,-6,-28,-3,5.3,-1,-9
CSc1nc(Cl)cc(=O)[nH]1,1.3,-2,2,4,1,-13,-2,-0.4,0,-6
CC(C)C(=O)Nc1nnc(SCC(=O)NC2CCCC2)s1,1.3,-2,21,2,-7,-6,6,-3.9,-5,6
Cc1nc(C)c(C(=O)N(c2ccccc2F)C(C(=O)NCC2CCCO2)c2ccccc2)s1 (stereo unspecified),-1.5,6,9,-2,-2,-5,·,-1.4,0,-8
CCCC[C@H](CN(N=O)[C@@H](Cc1ccccc1)CN(C)N=O)N(CCc1ccccc1)N=O,3.7,3,-4,4,2,11,-4,0.7,-6,-23
NC(=S)N/N=C/c1c(O)c(Br)cc2oc3c(c12)CCCC3,-5.6,-1,-41,5,-1,-14,-3,7.5,-10,-6
CC1CC(=O)Nc2cc([N+](=O)[O-])ccc2N1 (stereo unspecified),1.9,0,4,-6,-1,12,·,-0.8,-1,-7
CC(C)CNC(=O)C(=O)NCC1OCCCN1S(=O)(=O)c1ccc2c(c1)OCCO2 (stereo unspecified),0.3,4,13,-2,-4,3,-3,-2.5,-2,-5
Cn1c(SCc2ccccn2)nc2c1c(=O)[nH]c(=O)n2C,-3.6,-7,8,2,1,-7,3,-1.9,2,-5
CCN(CC)S(=O)(=O)c1ccc(N2CCCCC2)c(NC(=O)/C(C#N)=C/c2ccc(OC)cc2)c1,-1.0,-2,0,0,2,1,-7,0.1,0,1
c1csc(-c2nn3c(C4CCCCC4)nnc3s2)c1,1.3,-1,4,-2,-2,-5,-4,-0.8,2,-5
CC#CCN1c2ccccc2[C@]23C[C@@H](C(=O)OC)N=C2NC(C(=O)OC)=C(C(=O)OC)[C@H]13,0.7,1,1,4,1,13,0,-0.1,-8,6
Cc1nnc(OC(C)C)c2nn(-c3ccccc3F)c(C)c12,-0.5,2,2,-6,3,9,-4,-0.4,-4,-3
CCCC(=O)n1nc(-c2ccc(C)cc2)nc1NCc1ccco1,-5.6,0,-6,-2,0,6,81*,1.3,-5,1
Cc1cccc(OCC(=O)NCCNC(=O)c2ccccn2)c1,-3.8,1,-1,1,7,1,-2,0.2,-1,7
CC(C)COP(=O)(c1ccc(N(C)C)cc1)C(O)c1ccncc1 (stereo unspecified),0.2,-1,10,2,-1,-6,-2,-1.9,-3,-7
Cc1nn(Cc2ccc(Cl)c(Cl)c2)c(C)c1NC(=O)c1noc2c1CCCCC2,0.2,3,16,-2,-5,8,-4,-2.9,-2,-7
CCSc1nc(N2CCCCC2)c2c(c1C#N)CCCC2,0.1,-3,18,9,4,-24,0,-3.2,-4,-10
COc1ccc(NC(=O)NNc2cc(N3CCOCC3)nc(N3CCOCC3)n2)cc1,-0.7,-2,10,8,3,-4,·,-2.0,-5,4
COc1cc(C=O)ccc1OC(=O)c1cccnc1,-4.4,1,12,3,-2,-11,-4,-2.7,-3,-2
O=C(Nc1ncnc2sc3c(c12)CCCCC3)c1ccccc1,0.2,2,-5,6,-1,-19,-2,1.0,1,-1

# Sorted by count of non-hydrogen atoms (lowest first): some entries from above
SMILES,C-LANA FP,V-ATPase pHluor,OPRM1-OPRD1 inv,HTR5A ag ctr,RTF Ca sens act,HTR5A inv ctr,CAL PDZ FP,MOR-DOR ag,Keap1 Nrf2 FP,Cardiac RTF inh
COc1cc(C=O)ccc1OC(=O)c1cccnc1,-4.4,1,12,3,-2,-11,-4,-2.7,-3,-2
CCSc1nc(N2CCCCC2)c2c(c1C#N)CCCC2,0.1,-3,18,9,4,-24,0,-3.2,-4,-10
Cc1nnc(OC(C)C)c2nn(-c3ccccc3F)c(C)c12,-0.5,2,2,-6,3,9,-4,-0.4,-4,-3
O=C(Nc1ncnc2sc3c(c12)CCCCC3)c1ccccc1,0.2,2,-5,6,-1,-19,-2,1.0,1,-1
CC(C)COP(=O)(c1ccc(N(C)C)cc1)C(O)c1ccncc1 (stereo unspecified),0.2,-1,10,2,-1,-6,-2,-1.9,-3,-7
Cc1nn(Cc2ccc(Cl)c(Cl)c2)c(C)c1NC(=O)c1noc2c1CCCCC2,0.2,3,16,-2,-5,8,-4,-2.9,-2,-7
COc1ccc(NC(=O)NNc2cc(N3CCOCC3)nc(N3CCOCC3)n2)cc1,-0.7,-2,10,8,3,-4,·,-2.0,-5,4
CC#CCN1c2ccccc2[C@]23C[C@@H](C(=O)OC)N=C2NC(C(=O)OC)=C(C(=O)OC)[C@H]13,0.7,1,1,4,1,13,0,-0.1,-8,6
CCN(CC)S(=O)(=O)c1ccc(N2CCCCC2)c(NC(=O)/C(C#N)=C/c2ccc(OC)cc2)c1,-1.0,-2,0,0,2,1,-7,0.1,0,1

# A second format for 2 compounds above:
canonical_smiles | C-LANA FP | V-ATPase pHluor | OPRM1-OPRD1 inv | HTR5A ag ctr | RTF Ca sens act | HTR5A inv ctr | CAL PDZ FP | MOR-DOR ag | Keap1 Nrf2 FP | Cardiac RTF inh
COc1ccc(NC(=O)NNc2cc(N3CCOCC3)nc(N3CCOCC3)n2)cc1 | -0.7 | -2 | 10 | 8 | 3 | -4 | · | -2.0 | -5 | 4
CC#CCN1c2ccccc2[C@]23C[C@@H](C(=O)OC)N=C2NC(C(=O)OC)=C(C(=O)OC)[C@H]13 | 0.7 | 1 | 1 | 4 | 1 | 13 | 0 | -0.1 | -8 | 6

# More results
SMILES,C-LANA FP,V-ATPase pHluor,OPRM1-OPRD1 inv,HTR5A ag ctr,RTF Ca sens act,HTR5A inv ctr,CAL PDZ FP,MOR-DOR ag,Keap1 Nrf2 FP,Cardiac RTF inh
CC(NC(=O)c1ccc2ccccc2n1)c1ccccc1 (stereo unspecified),-0.7,-7,-2,5,3,-53,·,0.5,-1,-4
CC(=O)Oc1ccc2nc(-c3ccco3)oc(=O)c2c1,0.7,7,10,-1,-5,4,2,-2.2,-3,-4
COc1ccc(OC)c(NS(=O)(=O)c2ccc(Cl)nc2)c1,-2.3,3,12,-6,2,16,-1,-2.1,-6,2
CCN(CC)c1ccc(/C=N/OC(C)C(=O)Nc2ccc(C)cc2)cc1 (stereo unspecified),-0.2,-4,-7,2,-1,-9,-3,1.4,-7,-7
Cc1ccccc1-c1cc(C(=O)Nc2sc(C)c(C)c2C(N)=O)c2ccccc2n1,0.1,2,5,17*,2,-45,-2,-1.0,-4,-1
O=C(Nc1cccc(F)c1)C1CCCN1C(=O)OCc1ccccc1 (stereo unspecified),-0.6,-5,20,-1,-5,18,-4,-3.9,-1,-1
COC(=O)C(Cc1ccccc1)NC(=O)C(CC(C)C)NC(=O)OC(C)(C)C (stereo unspecified),1.3,1,9,4,0,-3,-2,-1.6,4,7
CCc1ccc(CN(C)C(=O)c2cc(COc3ccc(-n4cncn4)cc3)on2)cc1,0.9,-2,-4,0,-6,-2,0,0.8,2,-3
S=C(NCCc1ccccn1)NC1CC2CCC1C2 (stereo unspecified),1.3,-4,6,9,-3,-20,6,-1.1,-2,-2
